Assay outcomes (PubChem BioAssay)
NALP1 inh: NALP1 inflammasome inhibitors in reconstituted yeast, colorimetric, S. cerevisiae, triplicate retest. S. cerevisiae NALP1/ASC/caspase-1 growth, X-gal OD620, 72 h. inhibition, % at 10 µM. 0.61% of 280,000 active. AID 2071, 2009; in the data active = inhibition mostly above about 24%, no sharp cut-off; inactive = mostly below about 32%; also: some compounds called inactive have numbers as strong as hits
OXTR potentiator: human OXTR potentiators, primary screen, fluorescence, CHO-OTR cells, Fluo-8 calcium; 0.061% of 320,000 active; Oxytocin receptor (Homo sapiens), P30559; AID 2445, 2010; activation, % at 3 µM; Fluo-8 calcium fluorescence, potentiator mode; 0% = oxytocin EC15, 100% = EC100;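 active = activation above that plate's cutoff, the mean activation of tested compounds plus 3 SD, cut at about 6.6% in these data, passing the limit was not always enough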;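 also: 100% uses oxytocin at 75 nM as the full agonist control; some results filed as inactive read as strong as hits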
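Assay system: CHO cell line stably expressing human OTR. Reagent: EC15 oxytocin agonist. Dosing: single dose, 3.0 µM nominal final compound concentration. Timing: compound 6 min at room temperature before oxytocin, 100 s read. Signal: kinetic Fluo-8 calcium fluorescence. Controls: oxytocin EC15 low and EC100 high.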
M18AAP inhibitor: PfM18AAP inhibitors, malaria aminopeptidase, primary screen, biochemical, QFRET, recombinant enzyme | M18 aspartyl aminopeptidase (Plasmodium falciparum 3D7) | H-Glu-NHMec fluorogenic cleavage | inhibition, % at 7.35 µM | 1.2% of 290,000 active | AID 1822, 2009;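 active = inhibition above the campaign mean inhibition over all tested compounds plus 3 SD, cut at about 28% in these data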;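 also: 0% = plate median of test compound wells and 100% = 2 mM ZnCl2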
GPR7 antag: GPR7 receptor antagonists, primary screen, cell-based, fluorescence, single concentration | 1.1% of 290,000 active | Neuropeptides B/W receptor type 1 (Homo sapiens), P48145 | inhibition, % at 4.4 µM | AID 1861, 2009 | GPR7-expressing cells, fluorescence antagonist assay; in the data active = inhibition above about 16%, passing the limit was not always enough;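 also: cells stimulated with the agonist NPW; 0% = agonist with vehicle and 100% = vehicle without agonist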
Target sequence (P48145 whole entry, looked up): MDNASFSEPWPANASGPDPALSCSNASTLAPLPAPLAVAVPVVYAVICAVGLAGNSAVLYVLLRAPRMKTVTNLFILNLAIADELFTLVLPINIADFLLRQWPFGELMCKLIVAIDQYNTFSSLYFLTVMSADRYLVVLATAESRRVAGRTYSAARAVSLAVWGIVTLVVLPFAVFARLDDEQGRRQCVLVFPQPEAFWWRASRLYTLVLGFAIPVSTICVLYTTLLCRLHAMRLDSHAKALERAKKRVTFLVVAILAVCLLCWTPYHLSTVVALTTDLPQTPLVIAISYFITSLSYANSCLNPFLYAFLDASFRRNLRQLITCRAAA
MEKK2mut PB1 HTS: MEK5 binding signal on mutant MEKK2 PB1, primary screen, biochemical, multiplex bead flow cytometry, Alexa488-MEK5. percent response, % at 10 µM. 0.35% of 290,000 active. Alexa488-MEK5 binding to MEKK2 mutant; in the data active = percent response above about 24%, passing the limit was not always enough; also: inactives centre near 1; some results filed as inactive read as strong as hits
MEKK2wt PB1 HTS: modulators of MEK5 binding to wildtype MEKK2, primary screen, biochemical, multiplex bead flow cytometry, Alexa488-MEK5. 1.1% of 290,000 active. binding response (% of control), % at 10 µM. Alexa488-MEK5 binding to MEKK2 WT; actives lie on both sides. AID 1531, 2009; in the data active = binding response below about 67% or above about 130%
OXTR agonist: human OXTR agonists, primary screen, fluorescence, CHO-OTR cells, Fluo-8 calcium; Oxytocin receptor (Homo sapiens), P30559; Fluo-8 calcium fluorescence; normalized: DMSO 0%, oxytocin 100%; activation, % at 3 µM; 0.32% of 320,000 active; AID 2435, 2010;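 active = activation above the mean of all tested compounds plus 3 SD, cutoff set per screening run, cut at about 20% in these data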;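 also: peak over basal fluorescence ratio from a 100 s FLIPR kinetic read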
V1aR counter: agonists of human V1a receptor, primary screen, counter-screen for OXTR agonist project, fluorescence, CHO-V1R cells; activation, % at 3 µM; 0.25% of 320,000 active; Vasopressin V1a receptor (Homo sapiens), P37288; Fluo-8 calcium fluorescence, agonist mode; 0% DMSO, 100% 3 nM vasopressin;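 active = activation above the mean activation of all tested compounds plus 3 SD, per screening run, cut at about 20% in these data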;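 also: signal is peak over basal fluorescence ratio across a 100 second FLIPR read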
Target sequence (P37288 whole entry, looked up): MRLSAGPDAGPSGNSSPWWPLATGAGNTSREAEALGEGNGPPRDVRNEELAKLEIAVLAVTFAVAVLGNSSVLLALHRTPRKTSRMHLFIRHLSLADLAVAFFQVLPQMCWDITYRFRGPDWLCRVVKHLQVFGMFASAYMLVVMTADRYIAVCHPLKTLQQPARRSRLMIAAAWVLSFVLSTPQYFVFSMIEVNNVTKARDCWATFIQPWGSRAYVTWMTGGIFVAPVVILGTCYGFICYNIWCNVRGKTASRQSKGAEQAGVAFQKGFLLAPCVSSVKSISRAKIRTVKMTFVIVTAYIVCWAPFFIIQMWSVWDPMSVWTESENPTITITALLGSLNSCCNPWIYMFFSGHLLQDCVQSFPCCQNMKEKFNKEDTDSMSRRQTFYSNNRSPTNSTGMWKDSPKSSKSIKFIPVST
GalR3 antagonist: GalR3 antagonists in HEK293 cells, primary screen, cell-based, fluorescence readout. Galanin receptor type 3 (Homo sapiens), O60755. HEK293 GalR3-CNG cAMP membrane potential fluorescence; galR3 body fused to GalR1 C-terminus. inhibition, % at 3 µM. 0.44% of 360,000 active. AID 651719, 2012;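 active = inhibition above the screen-wide average plus 3 SD, cut at about 13% in these data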;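 also: forskolin and galanin both at EC90 stimulate the cells; cAMP rise reported by CNG channel membrane potential dye signal; 0% = forskolin plus galanin with DMSO and 100% = forskolin alone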
Target sequence (O60755 1-299 limits assumed): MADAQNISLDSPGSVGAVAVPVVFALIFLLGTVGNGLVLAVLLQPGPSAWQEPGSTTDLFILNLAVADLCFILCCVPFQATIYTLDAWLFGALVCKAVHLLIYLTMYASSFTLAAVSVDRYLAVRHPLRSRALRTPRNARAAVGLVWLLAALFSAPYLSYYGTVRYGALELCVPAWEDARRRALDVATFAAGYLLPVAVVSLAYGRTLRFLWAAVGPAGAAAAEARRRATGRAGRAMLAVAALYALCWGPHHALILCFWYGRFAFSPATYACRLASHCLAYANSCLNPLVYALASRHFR
Active calls of the source: *; . = not tested or not shown; [ ] = dose if it differs, or a comment.

SMILES,NALP1 inh,OXTR potentiator,M18AAP inhibitor,GPR7 antag,MEKK2mut PB1 HTS,MEKK2wt PB1 HTS,OXTR agonist,V1aR counter,GalR3 antagonist
Cc1ccc(CCNC(=O)Cc2ccc(NC3=NC4CS(=O)(=O)CC4S3)cc2)cc1 (stereo unspecified),-4,-4,4,4,-1,98,-0.3,-0.3,.
Cc1ccc(S(=O)(=O)N2C(=O)CCC2C(=O)N2CCCCC2)cc1 (stereo unspecified),10,-6,-3,17,-8,102,-1.1,0.6,-6
COc1ccc(N2CCN(CC(=O)c3c(C)n(C)c4ccc(OC)cc34)CC2)cc1,.,-3,3,-8,4,104,-1.0,-0.6,-6
O=C(Nc1ccc(Br)cc1)c1cccc(-n2cnnn2)c1,16,-11,5,7,0,101,3.5,6.8,-8
CCOC(=O)C(CCCOc1ccccc1)C(=O)OCC,19,-1,-12,-3,-35,65,-2.5,-1.3,-4
CC(C)CNCC(=O)N1c2ccccc2Sc2ccccc21,0,-12,-2,0,-42,1.0*[inhibitor],2.3,-0.1,-3
CCN1C2=NCCCN2c2cc(C)c(C)cc21,11,1,-2,-11,7,104,0.5,-0.1,-5
COCCn1c(N)c(N(Cc2ccccc2)C(=O)CSCC(=O)Nc2ccc(C)cc2)c(=O)[nH]c1=O,.,-2,.,.,.,.,0.7,-0.5,1
Cc1ccc(C)c(-c2csc(NC(=O)c3cnccn3)n2)c1,-10,-1,-8,-2,-11,94,-0.1,-0.7,-3
O=Cc1ccccc1-c1cn(CCCOCc2ccccc2)nn1,15,-4,1,1,-4,97,-0.3,0.2,0
O=C(CN1CCCc2ccccc21)Nc1cc(S(=O)(=O)N2CCCC2)ccc1Cl,.,-8,.,.,.,.,-1.0,0.4,-4
COc1ccc(CSCC(=O)Nc2ccccc2SC)cc1,40,-9,-1,10,-2,91,-2.4,-1.1,-5
c1ccc2oc(-c3[nH]ncc3CN3CCSCC3)cc2c1,18,-2,-1,10,5,106,1.9,0.2,-6
CCOc1ccccc1NC(=O)c1cccc(NC2=NC3CS(=O)(=O)CC3S2)c1 (stereo unspecified),-4,-2,-1,-2,2,104,0.5,-0.3,.
c1ccc(-c2nc3ccccc3c3nc4ccccc4n23)cc1,27,-4,4,-6,15,125,-1.8,0.4,-4
CC(=O)c1ccc([N+](=O)[O-])c(CS(=O)(=O)c2ccccc2)c1,18,-2,-4,-5,5,110,-0.2,1.8,-3
COc1ccc(-c2cc(C(=O)Nc3c(Cl)cc(Cl)cc3Cl)c3ccccc3n2)cc1OC,20,3,4,-14,2,105,-1.2,-0.3,-2
Cc1ccc(NS(=O)(=O)c2ccc(C(=O)OCC(=O)NCC3CCCO3)cc2)cc1 (stereo unspecified),-1,-8,4,4,2,100,8.8,7.1,-3
Cc1ccc(C)c(NC(=O)[C@@H]2CCCN2S(=O)(=O)c2ccccc2F)c1,.,-3,.,.,.,.,-0.2,0.3,-7
COc1ccc(C(C(=O)NC2CCCC2)N(Cc2ccc(F)cc2)C(=O)c2ccn[nH]2)cc1OC (stereo unspecified),2,-9,-3,-10,5,107,-1.9,-0.2,0
Cc1nc2sc(C(c3ccco3)N3CCN(C(c4ccccc4)c4ccccc4)CC3)c(O)n2n1 (stereo unspecified),.,-2,7,-16,6,104,-0.5,0.3,.
COC(=O)c1cccc(Oc2nc3c(c(=O)n(C)c(=O)n3C)n2C(C)C)c1,2,-9,-1,15,-1,101,-1.1,-0.1,4
CCc1noc(C)c1C(=O)N(CC)CC(=O)Nc1ccccc1C(F)(F)F,.,-7,.,.,.,.,-0.9,3.4,-1
Cc1ccc(-c2nnc(N3CCN(C(=O)CSc4ncn[nH]4)CC3)c3ccccc23)cc1,15,-2,42*,-6,2,103,-2.0,-0.9,7
CCC(Sc1nncn1C)C(=O)Nc1nnc(-c2ccccc2Cl)s1 (stereo unspecified),.,-6,-1,8,5,103,0.2,1.6,.

For convenience, some entries already given.
SMILES,NALP1 inh,OXTR potentiator,M18AAP inhibitor,GPR7 antag,MEKK2mut PB1 HTS,MEKK2wt PB1 HTS,OXTR agonist,V1aR counter,GalR3 antagonist
Cc1ccc(CCNC(=O)Cc2ccc(NC3=NC4CS(=O)(=O)CC4S3)cc2)cc1 (stereo unspecified),-4,-4,4,4,-1,98,-0.3,-0.3,.
Cc1ccc(S(=O)(=O)N2C(=O)CCC2C(=O)N2CCCCC2)cc1 (stereo unspecified),10,-6,-3,17,-8,102,-1.1,0.6,-6
COc1ccc(N2CCN(CC(=O)c3c(C)n(C)c4ccc(OC)cc34)CC2)cc1,.,-3,3,-8,4,104,-1.0,-0.6,-6
O=C(Nc1ccc(Br)cc1)c1cccc(-n2cnnn2)c1,16,-11,5,7,0,101,3.5,6.8,-8
CCOC(=O)C(CCCOc1ccccc1)C(=O)OCC,19,-1,-12,-3,-35,65,-2.5,-1.3,-4
CC(C)CNCC(=O)N1c2ccccc2Sc2ccccc21,0,-12,-2,0,-42,1.0*[inhibitor],2.3,-0.1,-3
CCN1C2=NCCCN2c2cc(C)c(C)cc21,11,1,-2,-11,7,104,0.5,-0.1,-5
COCCn1c(N)c(N(Cc2ccccc2)C(=O)CSCC(=O)Nc2ccc(C)cc2)c(=O)[nH]c1=O,.,-2,.,.,.,.,0.7,-0.5,1

The list continues.
SMILES,NALP1 inh,OXTR potentiator,M18AAP inhibitor,GPR7 antag,MEKK2mut PB1 HTS,MEKK2wt PB1 HTS,OXTR agonist,V1aR counter,GalR3 antagonist
Cc1nn(-c2ccccc2)c(Cl)c1C(=O)Nc1nnc(C2CCCC2)s1,4,-2,-12,5,1,101,0.0,-1.3,-1
CCOc1ccc(N=c2scc(-c3ccc(OC)cc3)n2CCO)cc1,-1,-18,9,-5,4,97,2.1,3.7,-5
CCN(C(=O)COC(=O)CSc1ccc([N+](=O)[O-])cc1)C1CCS(=O)(=O)C1 (stereo unspecified),-1,-3,4,-19,4,100,-0.3,0.8,-1
Cc1ccc(Nc2nc(-c3c(C)n(C)n(-c4ccccc4)c3=O)c(C)s2)cc1,14,-3,4,-10,-4,93,-2.4,-0.6,-4
CC(C)(CNC(=O)c1cccc(F)c1)CNC(=O)c1cccc(F)c1,.,-5,.,.,.,.,0.6,1.0,6
COc1ccc(C(=O)CSc2nnc(-c3ccccn3)n2Cc2ccco2)cc1,11,-20,8,4,1,105,-1.6,-1.1,-4
CCN(CC(=O)NCc1cccs1)C(=O)c1ccc(NS(=O)(=O)c2ccc(F)cc2)cc1,.,-8,.,.,.,.,-0.5,0.8,-4
O=[N+]([O-])c1ccc2c(c1)N([O-])C1(CCCCC1)[N+]2=O,-46,.,9,-11,1,98,.,.,2
O=c1c2c(nc3cc(-c4ccccc4)[nH]n13)CCC2,5,1,18,-9,3,105,-0.6,1.7,-4
CCOc1ccc(N2C(=O)c3ccccc3C2=O)cc1,15,-4,-2,-9,3,104,-0.5,-0.1,-6
CCOC(=O)Cc1csc(NS(=O)(=O)c2cccc([N+](=O)[O-])c2)n1,20,-4,3,-13,6,107,-0.6,1.4,-11
Cc1n[nH]c(=S)n(/N=C/c2ccccn2)c1=O,5,-7,18,-14,9,112,-0.8,-0.6,-2
O=C(Nc1cccc(O)c1)C(Cc1ccccc1)N1C(=O)c2cccc3cccc(c23)C1=O (stereo unspecified),.,-2,-4,0,0,101,1.2,2.6,-8
CCCCC(=O)Nc1nnc(-c2ccc(OC)cc2)s1,15,1,1,-9,9,92,0.3,-0.1,-2
O=C1C2C3C=CC(CO)(O3)C2C(=O)N1c1ccccc1-c1ccccc1 (stereo unspecified),0,0,-140,3,1,96,8.6,2.1,.
NC(=O)c1ccc(NC(=O)C2CC2)cc1,7,-3,6,-7,1,100,0.4,0.2,-6
CSc1nnc(NC(=O)c2ccc(S(=O)(=O)N(C)C)cc2)s1,21,-11,-8,-9,7,106,0.1,0.3,-2
COC(=O)c1sc(NC(=O)CSc2nc3nc(C)cc(C)n3n2)c(C(=O)OC)c1C,.,-1,.,.,.,.,1.2,0.0,-2
COc1ccc(NC(=O)N(C)C[C@H]2Oc3ccc(NC(=O)NC(C)C)cc3C(=O)N([C@H](C)CO)C[C@@H]2C)cc1,.,-6,.,.,.,.,0.7,1.5,-4
COC(=O)C1=NNC2C(=O)N(c3ccc(C)cc3)C(=O)C12 (stereo unspecified),-16,-6,-3,-4,-4,98,1.6,0.1,9
NC(=O)c1ccc(NC(=O)COC(=O)c2n[nH]c3ccccc23)cc1,.,-2,.,.,.,.,1.2,0.3,-3
CCOc1ccc(S(=O)(=O)n2ccnc2)c2ccccc12,-1,-6,.,.,-5,99,-0.2,-0.5,3
O=C(C1=C[C@H](C2CCCCC2)C[C@H](OCc2ccc(CO)cc2)O1)N1CCN(Cc2ccc3c(c2)OCO3)CC1,11,-14,-13,-7,5,109,-2.6,0.0,.
COc1ccc(Cn2c(=O)c3[nH]cnc3n(-c3ccc(C)cc3)c2=O)cc1,.,-10,6,-7,-5,95,0.2,-0.8,-2
CCN(Cc1ccccc1)C(=O)CSc1nc(C)cc(C)c1C#N,25,-2,-10,-6,-5,100,-1.4,-2.3,3
C=CCn1c(-c2cccc(OCC)c2)n[nH]c1=S,-6,-14,12,3,-1,94,0.1,1.4,-5
CCOC(=O)CSc1nnc(CSc2nc(C)cc(C)n2)n1Cc1ccco1,11,-13,-20,-10,-1,102,-1.4,0.0,-9
CCC(C)c1ccc(NC(=S)NCc2cccs2)cc1 (stereo unspecified),16,-8,-5,-8,9,112,-1.5,-1.0,-4
COc1ccc(C(=O)NC(=S)N(CCC(C)C)c2c(N)n(Cc3ccccc3)c(=O)[nH]c2=O)cc1,28,-4,1,-5,12,114,-0.5,1.6,-4
CCCc1nc2ccccc2c(NC(=O)CN(CC)CC)c1CC,-5,4,-4,1,-6,99,-0.4,-0.5,-6
Cc1cccc(C)c1NC(=O)CCCSc1nnnn1C,6,0,-5,-7,4,108,0.4,0.0,-3
CCOCCn1c(SC(C)C(C)=O)nc2c1c(=O)[nH]c(=O)n2C (stereo unspecified),-35,-10,2,-20,0,95,0.6,0.3,-5
CCC(=O)c1cn(CC(=O)NCc2ccco2)c2ccccc12,23,-5,1,1,0,94,-0.9,0.6,-2
